Compound activity from PubChem.
N370S GC = N370S glucocerebrosidase modulation, Gaucher chaperone candidate. P04062. N370S GC spleen homogenate, 4MU-glucoside fluorescence. Potency, µM (highest dose often 59.4 µM), inactives show top-dose activity change, negative = inhibition, usual class: inhibitors. 330,000 tested, 0.092% active. AID 2101;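 note: 0% = full enzyme activity and -100% = no enzyme basal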
TDP1 inh = inhibitors of human tyrosyl-DNA phosphodiesterase TDP1. Q9NUW8. 350,000 tested, 0.28% active. Potency, µM (top dose mostly 130 µM), for inactives: at the highest dose activity change, negative = inhibition, usual class: inhibitors. recombinant TDP1, AlphaScreen DNA substrate cleavage; note: nearly all actives have a fitted effect of over 40% in size
Target sequence (Q9NUW8 whole entry, looked up): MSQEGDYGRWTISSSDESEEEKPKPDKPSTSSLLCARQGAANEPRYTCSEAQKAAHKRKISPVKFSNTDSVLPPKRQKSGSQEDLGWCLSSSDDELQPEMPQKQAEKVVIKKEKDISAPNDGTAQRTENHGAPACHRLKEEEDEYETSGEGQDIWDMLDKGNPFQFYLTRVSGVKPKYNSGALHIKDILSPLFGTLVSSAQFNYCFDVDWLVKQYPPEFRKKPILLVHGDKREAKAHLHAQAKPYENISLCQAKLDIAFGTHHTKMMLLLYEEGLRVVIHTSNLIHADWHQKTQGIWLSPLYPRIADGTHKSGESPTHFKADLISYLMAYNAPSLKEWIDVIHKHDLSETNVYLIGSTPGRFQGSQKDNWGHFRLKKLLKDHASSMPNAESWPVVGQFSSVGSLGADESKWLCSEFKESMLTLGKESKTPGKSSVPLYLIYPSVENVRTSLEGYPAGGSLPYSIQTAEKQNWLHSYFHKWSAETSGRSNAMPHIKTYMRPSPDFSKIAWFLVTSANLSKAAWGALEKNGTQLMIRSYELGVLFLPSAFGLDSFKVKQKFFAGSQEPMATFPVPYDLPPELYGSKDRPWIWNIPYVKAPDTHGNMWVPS
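Recombinant E. coli-expressed Tdp1 (1 nM) preincubated with compound 15 min at RT, then 5'-biotin/3'-phosphotyrosine-FITC DNA substrate (15 nM) added for 5 min. AlphaScreen beads (10 ug/ml) added, 10 min RT; tyrosine-FITC cleavage read as signal loss.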
FEN1 inhibitor = human FEN1 inhibition; Potency, µM (series often up to 114 µM), for the others: top-dose activity change, negative = inhibition, hits mostly inhibitors; 390,000 tested, 0.35% active; Recombinant FEN1 flap cleavage, fluorescence, 15 min; P39748; AID 588795; note: nearly all actives have a fitted effect of over 65% in size
Target sequence (P39748 whole entry, looked up): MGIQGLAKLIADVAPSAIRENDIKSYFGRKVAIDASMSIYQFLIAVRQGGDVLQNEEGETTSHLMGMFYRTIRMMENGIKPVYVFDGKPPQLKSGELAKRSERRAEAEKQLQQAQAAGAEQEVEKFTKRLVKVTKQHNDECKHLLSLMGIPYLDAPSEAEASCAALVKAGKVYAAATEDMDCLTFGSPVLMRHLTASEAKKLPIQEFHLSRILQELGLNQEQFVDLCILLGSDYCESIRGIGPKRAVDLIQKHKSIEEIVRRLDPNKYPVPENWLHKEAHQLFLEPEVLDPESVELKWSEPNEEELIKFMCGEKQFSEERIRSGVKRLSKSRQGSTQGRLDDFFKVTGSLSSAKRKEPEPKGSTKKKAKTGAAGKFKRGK
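Enzyme 10 nM, 15 min RT preincubation with compound; start with substrate 50 nM final; reads at 0 and 15 min; qHTS titration, four-parameter Hill fit.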
* hit, by the source's call; ? = inconclusive; nt = no result given; & = joins results of further samples; [ ] = another dose, or the depositor's remark. Calls come from the whole dose curve; as a rule, active = well fitted curve in the direction sought with a large enough effect; inconclusive = small, poorly fitted or top-dose-only effect, or another doubt; inactive = no such curve, though single readings can be large; an effect the other way counts as inactive or inconclusive. Unless noted, % is set by controls: 0 for no effect and ±100 for the full control effect; potency is the fitted concentration of half-maximal effect. Not a hit list, and some 0.57% of all compounds hit somewhere here.

N370S GC | TDP1 inh | FEN1 inhibitor | structure
11.4% | nt | -19.5% | Cc1cc(=O)oc2c(C)c3occc3cc12
-19.0% | 5.8% | nt | COc1ccc(N2CCn3c2nc2c3c(=O)n(CCN3CCOCC3)c(=O)n2C)cc1
-4.9% | -4.8% | -12.5% | COc1ccc(S(=O)(=O)NCC2CCCN(C(=O)C3CCCC3)C2)cc1 (stereo not given)
0.8% | 2.0% | -1.1% | COC(=O)Nc1ccc(S(=O)(=O)Nc2ccccc2F)cc1
0.4% | nt | -12.3% | COC(=O)c1cc(-c2ccc(S(=O)(=O)N3CCCC(C)C3)cc2)c(C(F)(F)F)s1 (stereo not given)
-3.4% | 3.2% | -4.8% | CN(Cc1ccco1)S(=O)(=O)c1ccc(CN2C(=O)c3cccnc3C2=O)s1
nt | 5.1% | -9.6% | CCOc1ccccc1N1CC(c2nc3ccccc3n2CCCCOc2cc(C)ccc2C)CC1=O (stereo not given)
7.3% | 0.0% | -0.1% | COc1ccccc1N=Cc1nc(-c2ccccc2)oc1OC(C)=O
-0.4% | 7.8% | 5.5% | O=C(Nc1ccc(F)cc1)c1ccc(NC(=O)C2CCCO2)cc1 (stereo not given)
-11.5% | nt | -3.3% | CCOC(=O)/C(C#N)=C/c1c(N2CCN(C)CC2)nc2c(C)cccn2c1=O
-1.4% | 5.2% | -5.5% | Cc1ccccc1NC(=O)CN1CCC(NC(=O)Nc2ccccc2)CC1
-1.5% | 3.8% | -19.8% | Cc1ccc(S(=O)(=O)Nc2cccc(-c3ccc(N4CCCCCC4)nn3)c2)c(C)c1

Next part
N370S GC | TDP1 inh | FEN1 inhibitor | structure
-0.7% | 3.1% | 1.5% | Cc1cccc(NS(=O)(=O)c2ccc(-c3cnc(C4CC4)o3)cc2)c1
2.1% | 6.2% | nt | c1ccc(COC[C@H]2CO2)cc1
1.8% | 2.1% | -9.4% | O=C(c1ccc(-c2ccccc2)cc1)N1CCN(c2ncccn2)CC1
-2.5% | 2.5% | 7.7% | N#C/C(=C\c1c(Cl)cccc1Cl)c1nn(-c2ccccc2)c(-n2cccc2)c1C#N
-3.4% | 2.9% | 0.9% | COc1cccc(C(C(=O)NC2CCCCC2)N(C(=O)Cc2cccs2)c2ccc(-n3cnnn3)c(OC)c2)c1 (stereo not given)
nt | -10.0% | 0.1% | CCCn1c(N)c(C(=O)CSc2nnc(-c3cccs3)n2C2CC2)c(=O)[nH]c1=O
nt | 2.9% | 11.5% | O=C(CSc1nc2nn(-c3ccccc3)c(=O)c-2c2n1CCCCC2)Nc1ccc(F)cc1F
3.7% | 0.0% | -17.2% | COC(=O)c1sccc1NC(=O)CSc1ccccc1N
-1.6% | nt | -1.3% | Cc1cc(C(C)(C)C)ccc1NC(=O)CC(C)(C)CC(=O)O
-16.2% | 8.3% | -6.1% | COc1cccc(/C=N/c2oc(-c3ccccc3)cc2C#N)c1O
8.5% | 1.2% | -5.6% | O=C1/C(=C/c2cccs2)CCC1C1CCCC1 (stereo not given)
1.2% | 4.9% | 1.1% | c1ccc(C(c2ccccc2)N2CCN(C(c3ccccn3)c3nnnn3C3CCCC3)CC2)cc1 (stereo not given)

The list goes on; the last seven above are carried over.
N370S GC | TDP1 inh | FEN1 inhibitor | structure
nt | -10.0% | 0.1% | CCCn1c(N)c(C(=O)CSc2nnc(-c3cccs3)n2C2CC2)c(=O)[nH]c1=O
nt | 2.9% | 11.5% | O=C(CSc1nc2nn(-c3ccccc3)c(=O)c-2c2n1CCCCC2)Nc1ccc(F)cc1F
3.7% | 0.0% | -17.2% | COC(=O)c1sccc1NC(=O)CSc1ccccc1N
-1.6% | nt | -1.3% | Cc1cc(C(C)(C)C)ccc1NC(=O)CC(C)(C)CC(=O)O
-16.2% | 8.3% | -6.1% | COc1cccc(/C=N/c2oc(-c3ccccc3)cc2C#N)c1O
8.5% | 1.2% | -5.6% | O=C1/C(=C/c2cccs2)CCC1C1CCCC1 (stereo not given)
1.2% | 4.9% | 1.1% | c1ccc(C(c2ccccc2)N2CCN(C(c3ccccn3)c3nnnn3C3CCCC3)CC2)cc1 (stereo not given)
nt | 0.0% | -5.9% | Cc1c(C(=O)NCCc2ccc(S(N)(=O)=O)cc2)sc2nc3n(c(=O)c12)CCCC3
-8.6% | 5.0% | nt | CC1(C)C[C@](C)(C(=O)c2ccccc2)C=C1c1ccccc1
9.7% | 3.1% | -1.5% | CCO/C=C1/C(=O)N(CC)c2ccccc21
6.9% | 0.0% | 8.7% | COc1cc(NC(=O)c2ccccc2[N+](=O)[O-])ccc1NC(=O)C(C)C
-6.2% | 6.7% | -19.4% | NC(=O)C1(N2CCCCC2)CCN(c2nc(-c3ccccc3)cs2)CC1
-3.0% | 3.5% | -0.5% | CC(C)Oc1ccc(C(CC(=O)O)n2cnnn2)cc1 (stereo not given)
1.1% | 3.7% | -2.6% | CC(C)(C)C(=O)Nc1ccc(-c2cnco2)cc1
-6.6% | 2.3%&2.7% | -7.3%&-8.5% | COc1cc(NC(=O)CSc2c3c(nc4ccccc24)CCC3)cc(OC)c1OC
3.3% | 0.0% | 18.5% | CC(C)(C)NC(=O)NCc1ccco1
29.6% | 5.0% | nt | O=C(c1ccccc1)[C@H]1[C@H](c2ccccc2)[C@@]2(N=C(c3ccccc3)OC2=O)C2c3ccccc3C=NN21 (stereo not given in full)
4.7% | 0.0% | -0.8% | O=C(c1ccc(CS(=O)(=O)c2ccc(Br)cc2)o1)N1CCCC1
-1.4% | -1.8% | -2.7% | COc1ccc(CN2CCN(C(=O)C3CCC(CNS(=O)(=O)c4ccc(C)cc4)CC3)CC2)c(OC)c1OC (stereo not given)

Next section.
N370S GC | TDP1 inh | FEN1 inhibitor | structure
-6.0% | nt | -0.7% | CCOc1ccc(S(=O)(=O)NCCC(=O)Nc2cccc(C(=O)OC)c2)cc1
0.3% | nt | -5.7% | COc1ccc(NC(=O)CN(C)C(=O)c2cc(C)on2)cc1
nt | 5.8% | -3.8% | CN(C(=O)CSc1nc2ncccc2o1)c1ccc(F)cc1
16.6% | 3.6% | 23.8% | Cc1cccc2cc(C#N)c(NCCNC(=O)COc3ccccc3)nc12
nt | -0.1%[56.1 µM] | -5.6% | CCOC(=O)/C=C1/SCC(=O)N1CC(=O)Nc1cccc(F)c1
-16.3% | 10.1% | ? | COc1cc(/C=C2\CCC/C(=C\c3ccc(O)c(OC)c3)C2=O)ccc1O
nt | 4.7% | -0.2% | Cc1cc2oc(C(=O)N(Cc3ccc(N(C)C)cc3)CC3CCCO3)c(C)c2cc1Cl (stereo not given)
-17.3% | 5.7% | -15.1% | O=C(c1cc(COc2cccc3cnccc23)on1)N1CCC(c2ccccc2Cl)C1 (stereo not given)
1.4% | 0.0% | 8.8% | O=C(CN1C(=O)CCC1=O)Nc1ccc2c3c(cccc13)CC2
nt | 5.7% | 2.4% | O=C(COc1ccccc1)Nc1ccc(S(=O)(=O)N(Cc2ccccc2)c2ccccc2)cc1
-3.6% | 7.0% | 6.9% | CCOC(=O)C1(Cc2ccccc2C)CCCN(C(=O)c2ccc(COC)o2)C1 (stereo not given)
nt | -10.4% | -15.5% | O=C(NCc1ccc(F)cc1)c1nnc(Cc2cccc(F)c2)o1

Going on with the list:
N370S GC | TDP1 inh | FEN1 inhibitor | structure
-1.7% | nt | 0.2% | O=C1CC(NS(=O)(=O)c2ccccc2F)CN1c1ccc2c(c1)OCCO2 (stereo not given)
9.1% | -2.4% | 0.0% | O=C(c1cccnc1)N1CCN(C(=O)c2ccco2)CC1
-9.3% | 2.6% | -2.1% | O=C(O)C(Cc1ccccc1)N1C(=O)c2cccc3cccc(c23)C1=O (stereo not given)
16.1% | 9.1% | 3.0% | Cc1cc(C(=O)NCc2cc(C)n(C)n2)sc1-c1ccccc1
-6.0% | 3.3% | 11.0% | COc1ccc(S(=O)(=O)NCC(=O)N(CC(=O)NCC2CCCO2)Cc2ccc(F)cc2)cc1 (stereo not given)
10.0% | 11.4% | -8.8% | Cc1ccc(NS(=O)(=O)c2cc3c4c(cccc4c2)C(=O)NC3=O)cc1C
nt | 5.3% | -1.5% | COc1ccc(N2CCN(C(=O)c3cc(S(=O)(=O)N4CCC(C)CC4)cn3C)CC2)cc1
-4.1% | -3.2% | 0.9% | CCCSc1ccc([C@H]2N[C@@](C)(C(=O)OC)[C@H]3C(=O)N(C)C(=O)[C@@H]23)cc1
-7.3% | 2.1% | 17.3% | CC1CCN(C(=O)C(=O)c2cn(CC(=O)N3CCCC3)c3ccccc23)CC1
nt | 31.6µM* | -4.2% | COc1cc(C(=O)OCC(=O)N(CC(C)C)C2CCS(=O)(=O)C2)cc(OC)c1C (stereo not given)
0.6% | 12.2% | -8.4% | COc1ccc(-c2cc(C(=O)N3CCOCC3)no2)cc1
-6.6% | 0.5%&0.0% | -15.0%&15.2% | COc1cccc(NC(=O)C2CCC(CNS(=O)(=O)c3ccc4c(c3)CC(C)N4C(C)=O)CC2)c1 (stereo not given)

(next part)
N370S GC | TDP1 inh | FEN1 inhibitor | structure
-2.7% | 0.0% | -16.3% | CCc1cc(C=C(Cl)Cl)oc(=O)c1C
9.2% | 2.8% | 8.6% | COc1cc(NC(=S)N2CCN(Cc3ccccc3)CC2)cc(OC)c1
nt | 5.2% | -0.3% | Cc1cccc(Cc2c(C)nc3nc(SCc4ccccc4F)nn3c2C)c1
5.9% | -2.6% | -2.3% | O=C(c1ccc(S(=O)(=O)N2CCCCC2)cc1)N1CCN(c2ccccc2F)CC1
nt | -0.9% | 5.3% | CN(Cc1cccc(Cl)c1Cl)C(=O)c1cc(S(=O)(=O)N2CCOCC2)ccc1F
4.9% | 0.0% | nt | COc1ccccc1N1CCN(C(=O)COc2ccc(S(=O)(=O)NC(C)(C)C)cc2)CC1
nt | 3.1% | -12.0% | COc1ccc(-c2c(-c3cc(OC)cc(OC)c3)n(C)c3ccc(-c4cnc(N)nc4)cc23)cc1
-6.5% | -2.6% | -14.0% | CCOC(=O)C1=C(C)N=c2s/c(=C\c3ccc(OCC(=O)O)cc3)c(=O)n2C1c1ccc(OC(C)C)cc1 (stereo not given)
-0.7% | nt | 0.4% | COc1cc(OC)cc(C(=O)Nc2cccc3cccnc23)c1
5.0% | 6.2% | 0.3% | CC1(C)Cc2cccc(OCC(=O)Nc3nccs3)c2O1
-3.9% | -3.4% | ? | C/C(=N\NC(=O)c1cc(O)ccc1O)c1cccc(NC(=O)c2cccc(Cl)c2)c1
nt | 5.2% | -7.9% | O=C(NC1CC(=O)N(c2cccc(F)c2)C1)C1CCCCC1 (stereo not given)

Following part
N370S GC | TDP1 inh | FEN1 inhibitor | structure
-23.5% | -6.5% | 0.0% | Cc1ccc(C)c(OCCC(=O)NNC(=O)Cn2nc(C)cc2C)c1
4.9% | nt | ? | COc1c(Br)cc(/C=N/n2c(-c3ccccc3)n[nH]c2=S)c(O)c1Br
nt | -2.3% | -8.0% | O=C(C1CCCN(S(=O)(=O)c2cccc3nsnc23)C1)N1CCN(c2ccccc2F)CC1 (stereo not given)
-6.7% | nt | 1.0% | CCn1c(CNC(=O)C2CCCCC2)cc2cc(C)ccc21
4.7% | 3.0% | 2.2% | C=Cn1ccnc1P(=S)(c1ccc2c(c1)c1ccccc1n2CC)c1nccn1C=C
-12.1% | 6.3% | -1.6% | O=C(O)CN1C(=O)CSc2ccccc21
-5.6% | 2.3% | 5.9% | CCN(C1CCCCC1)S(=O)(=O)c1ccc(S(=O)(=O)N(CC(=O)Nc2ccccc2)C2CC2)cc1
-6.7% | 6.8% | 10.1% | Cc1nc(CN2CCN(C(=O)NC3(c4ccccc4)CC3)CC2)cs1
-5.5% | -9.5% | 5.3% | CCC(C)N(C(=O)CSc1nnc2ccccn12)C1CCS(=O)(=O)C1 (stereo not given)
13.0% | 0.0% | 18.5% | COc1cc2c(cc1OC)C(c1cc([N+](=O)[O-])ccc1O)NCC2 (stereo not given)
-22.5% | nt | 18.0% | O=C(CNS(=O)(=O)c1ccc([N+](=O)[O-])cc1)N/N=C\c1ccc(O)cc1
-16.2% | 0.0% | 3.9% | CC(C)N(C(=O)COC(=O)[C@@H]1CC(O)CN1S(=O)(=O)c1ccccc1[N+](=O)[O-])C(C)C (stereo not given in full)

Later entries:
N370S GC | TDP1 inh | FEN1 inhibitor | structure
-3.6% | 1.0% | 15.7% | COCCNS(=O)(=O)c1ccc(OCC(=O)N2CCc3ccccc3C2)c(Cl)c1
nt | -0.4% | 8.8% | CC(C)NC(=O)N(C)C[C@H]1Oc2c(NS(=O)(=O)c3ccc(F)cc3)cccc2C(=O)N([C@H](C)CO)C[C@@H]1C
-4.9% | -2.7% | -9.4% | COc1cc(/C=N/Nc2nc(=O)[nH]nc2C)cc(OC)c1O
-17.8% | -2.7% | 6.4% | CN(Cc1ccccc1)C(=O)C1CCCN(Cc2cccc(Cl)c2)C1 (stereo not given)
10.0% | 1.7% | -5.7% | c1ccc(OCCSc2nc3ccccc3[nH]2)cc1
-3.7% | 7.3% | -17.2%&-13.9% | CC(=O)Nc1ccc(S(=O)(=O)Nc2ccc3c(c2)n(C)c(=O)n3C)c(C)c1
